# Y pestis TopoI: Y. pestis Topo-I inhibition via cleavage products; Y. pestis Topo-I cleavage product accumulation, plate reader; activity, % at 10 µM; 360,000 compounds, 0.064% hits; AID 504884; in the data active = activity above about 50%, passing the limit was not always enough; note: inactives centre near 2
# Mtb FBA inh: inhibitors of M. tuberculosis fructose-bisphosphate aldolase. P9WQA3. purified M. tuberculosis FBA, fluorescence read-out. inhibition, % at 1 µM. 360,000 compounds, 2.3% hits. AID 588726; in the data active = inhibition above about 27%;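 note: 0% = vehicle and 100% = reference inhibitor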
# Target sequence (P9WQA3 whole entry, looked up): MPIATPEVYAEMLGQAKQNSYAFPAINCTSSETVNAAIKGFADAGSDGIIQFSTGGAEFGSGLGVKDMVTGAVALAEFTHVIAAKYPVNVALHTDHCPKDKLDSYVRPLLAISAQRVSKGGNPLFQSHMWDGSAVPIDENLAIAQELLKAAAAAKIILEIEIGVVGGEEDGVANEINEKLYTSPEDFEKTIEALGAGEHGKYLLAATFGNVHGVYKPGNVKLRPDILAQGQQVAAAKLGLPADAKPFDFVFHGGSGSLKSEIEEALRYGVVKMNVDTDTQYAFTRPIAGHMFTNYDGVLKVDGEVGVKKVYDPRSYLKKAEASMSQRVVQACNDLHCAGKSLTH
# GDH-TPI counter: counter-screen for M. tuberculosis FBA inhibitors: GDH-TPI coupled enzymes | GDH-TPI coupled enzyme counterscreen, NADH absorbance | inhibition, % at 4.8 µM | 360,000 compounds, 1.2% hits; in the data active = inhibition above about 30%;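 note: 0% = DMSO wells and 100% = wells lacking the enzyme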
# BioA inh: BioA (M. tuberculosis) enzyme inhibition. purified M. tuberculosis BioA enzyme, plate reader. inhibition, % at 9.99 µM. 360,000 compounds, 0.096% hits. AID 602481; in the data active = inhibition above about 40%
# FadD28 FP inh: M. tuberculosis FadD28 bisubstrate binding inhibition; 360,000 compounds, 0.22% hits; FadD28 bisubstrate probe binding, fluorescence polarization; inhibition, % at 12.5 µM; in the data active = inhibition above about 8.5%, passing the limit was not always enough
# TcdB GH inh: TcdB glycohydrolase inhibition | P18177 | TcdB glycohydrolase enzymatic assay, plate reader | inhibition, % at 9.99 µM | 350,000 compounds, 0.24% hits; in the data active = inhibition above about 10%
# UGM FP inh: Mtb UDP-galactopyranose mutase inhibition. P9WIQ1. purified UGM, fluorescence polarization probe displacement. inhibition, % at 10 µM. 320,000 compounds, 0.06% hits. AID 504406; in the data active = inhibition above about 10%, passing the limit was not always enough
# Target sequence (P9WIQ1 whole entry, looked up): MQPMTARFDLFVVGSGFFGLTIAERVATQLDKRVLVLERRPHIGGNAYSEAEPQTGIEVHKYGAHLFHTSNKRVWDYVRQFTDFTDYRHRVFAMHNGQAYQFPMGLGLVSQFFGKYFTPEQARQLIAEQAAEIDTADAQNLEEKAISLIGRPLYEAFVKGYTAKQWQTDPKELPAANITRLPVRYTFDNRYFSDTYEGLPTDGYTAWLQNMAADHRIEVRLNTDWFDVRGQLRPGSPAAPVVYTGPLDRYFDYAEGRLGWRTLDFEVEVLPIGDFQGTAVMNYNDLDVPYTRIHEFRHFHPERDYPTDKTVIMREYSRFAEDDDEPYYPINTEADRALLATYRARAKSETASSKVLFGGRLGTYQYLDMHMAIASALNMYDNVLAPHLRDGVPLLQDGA
# BH1578 lux ind: inducers of Vibrio cholerae quorum light production without autoinducers; V. cholerae BH1578 lux reporter, luminescence, 6 h; activation, % at 18.7 µM; AID 588436; 350,000 compounds, 0.16% hits; in the data active = activation mostly above about 9.7%, no sharp cut-off; note: not every result past the cut was called active; inactives centre near 0; reference of the scale not given here
# PfHsp40 yeast: rescue of PfHsp40-mediated yeast toxicity; S. cerevisiae expressing PfHsp40, growth rescue, ATP luminescence; growth rescue, % at 12.5 µM; 340,000 compounds, 0.68% hits; AID 504582; in the data active = growth rescue above about 28%, passing the limit was not always enough;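 note: yeast W303a lacking pdr1 and pdr3 grown in galactose medium; growth measured after three days at 30 °C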
# Starred values were filed as active, the others as inactive; i = inactive; x = no result given; & = joins results of further samples.
SMILES,Y pestis TopoI,Mtb FBA inh,GDH-TPI counter,BioA inh,FadD28 FP inh,TcdB GH inh,UGM FP inh,BH1578 lux ind,PfHsp40 yeast
Cc1cccc(NC(=O)c2ccc(S(=O)(=O)N3CCCCC3C)cc2)n1 (stereo unspecified),13,1,4,0.3,-5.6,0.9,0.5,-0.3,0.0
O=C(N=C1SC2CS(=O)(=O)CC2N1c1ccccc1F)C1CCCCC1 (stereo unspecified),-1,2,-7,1.0,-3.5,-0.7,-1.1,-0.4,2.1
CCOc1ccc(NC(=O)c2ccc3c(c2)C(=O)N(Cc2ccncc2)C3=O)cc1,-10,3,9,-0.9,0.4,1.1,x,i,0.7
Cc1ccccc1N=C(N)Nc1ccccc1C,7,0,7,-3.7,-2.5,0.0,4.0,i,-0.3
COC(=O)[C@@H]1C[C@H]2CC[C@H](O)C[C@H]2N1Cc1ccc(Cl)cc1,-1,-3,9,-0.6,1.6,1.2,0.4,-0.4,-0.7
O=C(Nc1ccncc1)c1cc(-c2cccc(Br)c2)nc2ccccc12,-1,4,8,-0.5,-0.4,1.3,0.0,i,-0.3
COc1ccc(-c2cc3ccccc3n2CC(O)Cn2nc(C)cc2C)cc1 (stereo unspecified),-2,1,8,-3.3,-1.1,x,-1.2,-1.4,0.2
CC1(C(=O)NS(=O)(=O)c2ccc(Cl)s2)CCN1C(=O)c1ccc(C2CCCCC2)cc1 (stereo unspecified),10,0,-4,2.3,-1.9,-0.2,x,-3.3,x
FC(F)(F)c1ccccc1NC(=S)Nc1cccc(Cl)c1,5,0,3,-2.1,-1.2,0.7,-0.8,-0.3,0.9
COC(=O)c1cc(OC)c(OC)cc1NC(=S)N1CCOCC1,5,3,8,0.8,0.1,0.1,x,i,1.7
NC(=O)COc1ccc(C23CC4CC(CC(C4)C2)C3)cc1,17,-1,6,-1.6,-2.3,1.1,3.6,-0.3,4.5
COc1ccc(-c2noc(CCC(=O)N3CCN(c4cccc(F)c4)CC3)n2)cc1,6,2,8,1.0,-0.3,-1.0,x,-0.8,0.1
COC(=O)c1cccnc1N1CCN(c2ccccc2F)CC1,4,1,4,-0.5,-1.0,x,-0.4,-1.8,0.6
C=CCn1cccc(C(=O)Nc2ccc(C)c(Cl)c2)c1=O,-2,2,3,-0.4,x,-1.2,-1.2,0.0,0.2
CCCCN(CC)C(=O)CSc1cc(=O)n(C)c2ccccc12,7,1,-5,-0.6,-3.6,x,-0.8,i,0.4
N#Cc1nc(-c2ccc(Cl)cc2)oc1NCC1CCCO1 (stereo unspecified),5,154*,1,1.2,0.1,2.1,0.9,-0.3,0.7
N/C(=N\OC(=O)c1ccc([N+](=O)[O-])cc1Cl)c1ccccn1,0,-1,7,0.5,-3.4,-9.8,0.7,0.2,-2.7
Cc1ccc2nc(NC(=O)C3CCN(S(=O)(=O)c4cccc5nsnc45)CC3)sc2c1,2,3,14,x,-1.4,x,-0.4,-0.1,-0.7
CCC(=O)N1CCN(c2cc3c(cc2F)c(=O)c(C(=O)O)cn3CC)CC1,0,9,0,-2.1,-4.7,-0.6,-1.3,i,-1.3
O=C(N/N=C/c1c[nH]c2ccccc12)c1[nH]c2ccc(Br)cc2c1-c1ccccc1,-4,21,30,-2.8,-2.6,-0.7,x,i,0.3
O=C(COC(=O)c1ccc(S(=O)(=O)Nc2ccccc2)cc1)NCC1CCCO1 (stereo unspecified),0,-3,16,x,-26,0.0,-1.5,-0.3,0.9
Cc1cc(C)n2nc(SCc3nnc(SCc4ccccc4)s3)nc2n1,26,-2,-2,11,-4.2,x,2.0,7.7,0.7
Cc1ccc(NC(=O)C(=O)NCCN2CCN(C(=O)C(c3ccccc3)c3ccccc3)CC2)cc1,-3,0,-2,-0.1,-0.9,x,-0.4,-0.7,0.3
Cc1nn(Cc2ccccc2Cl)c(C)c1C(=O)NC1=NCCS1,3,1,-6,0.2,-5.1,x,0.6,14,-0.1
CCOc1cc(/C=C2/NC(=O)N(CC(=O)Nc3cccc(C)c3)C2=O)ccc1OC,-2,-1,22,-1.0,-0.5,-1.7,-0.6,x,3.9
CCN1CCN(S(=O)(=O)c2ccc(Cl)c(C(=O)N(C)Cc3cccs3)c2)CC1,-6,-3,-9,-0.6,-2.2,-3.5,-1.9,-0.4,0.0
COc1ccc(C(=O)Nc2nnc(SCC(=O)NCc3ccco3)s2)c(OC)c1,24,-1,4,-0.8,x,-1.5,-0.4,-0.1,0.8
CCCn1c(C)c(C(=O)OCC)c(O)c(-c2ccccc2)c1=O,1,0,12,-1.6,-1.2,5.3,1.3,i,x
O=C(NCc1ccccn1)c1cccc(NS(=O)(=O)c2ccccc2F)c1,4,2,3,x,0.1,x,-2.9,2.1,-0.5
CC(=O)Nc1ccc(C(=O)OCCCOC(=O)c2ccc(NC(C)=O)cc2)cc1,13,-2,5,0.3,-1.2,0.7,-0.8,-3.6,-0.6
O=c1cc2c(n[nH]1)-c1ccccc1CC2,-1,3,-4,0.8,-1.0,0.4,-0.8,i,-1.8
CCOC(=O)c1cc2cc(CC(=O)c3ccc(OCC)cc3O)ccc2o1,1,-1,-7,-0.3,-5.4,x,0.3,i,0.2
CCCCN1C(=O)C(=O)NC[C@@H]1CCCCN,-4,0,-4,-1.0,2.9,-0.8,-2.3,0.4,0.4
COc1cccc(CN(C)C(=O)c2cc(S(=O)(=O)N3CCCCCC3)ccc2OC)c1,20,2,-2,2.9,-1.9,-0.7,0.8,i,-1.0
CCCCn1c(C)c(C(=O)O)c2cc(OC)c3ccccc3c21,8,6,-9,-0.4,-2.3,0.9,0.7,0.7,1.4
Cc1cc(NC(=O)CCC(=O)N(Cc2ccco2)C2(C(=O)NC3CCCCC3)CCN(C)CC2)no1,4,2,5,1.3,-0.9,x,-0.2,x,-0.9
Cc1occc1-c1nnc(SCC(=O)NC(C)(C)C)n1CC(C)C,-17,-3,-2,x,-3.2,1.2,-0.8,-0.4,-0.8
COc1ccc(CCNC(=O)c2ccc3c(c2)S(=O)(=O)N=C2CCCCCN23)cc1OC,2,7,5,1.2,0.4,1.2,x,-0.2,x
Cc1scc(C(=O)N/N=C/c2ccc(OCC(C)C)cc2)c1C,14,-4,16,-1.3,0.3,x,-1.9,i,1.2
O=C(COC(=O)/C=C/c1ccco1)NCc1ccccc1,0,0,-4,x,-5.1,0.6,2.7,1.0,0.7
COc1cccc(NC(=O)CN2C(=O)CSc3ccc(S(=O)(=O)N4CCOCC4)cc32)c1,7,-2,-1,0.0,0.3,-1.2,1.3,-0.3,1.4
O=C(CCCN1C(=O)/C(=C/c2cccs2)SC1=S)Nc1ccc(C(=O)O)cc1,4,-10,11,x,3.0,-0.8,-4.0,-0.2,1.3
Cc1cccc(N2C(=O)C(Cl)=C(N3CCOCC3)C2=O)c1,0,0,24,-0.7,-3.5,3.5,0.4,i,0.1
Cc1n[nH]c(C)c1S(=O)(=O)N1CCCCCC1,-6,5,11,-2.0,-2.1,x,2.0,i,-0.8
O=[N+]([O-])/C=C/c1cc2ccccc2[nH]1,-20,-7,1,-1.1,-4.0,-0.9,0.6,-8.3,-1.3
CC(C)NC[C@H](O)COc1cccc2ccccc12,0,4,9,-0.1,-1.5,0.7,-2.2,-0.1,-1.3
O=C(O)CC1(c2ccc(F)cc2)C2CC3CC(C2)CC1C3 (stereo unspecified),10,1,0,0.3,-0.6,-0.2,-1.6,i,5.2
O=C(NCc1ccncc1)c1ccc(-c2ccc(F)c(F)c2)c2ccoc12,28,10,-5,4.0,-1.3,-4.3,x,-0.2,x
Cc1cccc(NC(=S)N/N=C/c2ccc([N+](=O)[O-])s2)c1,-5,3,7,0.5,0.5,x,-2.1,i,56*
CCN(CC(=O)Nc1ccc(OC)cc1)C(=O)CN1C(=O)NC(C)(c2ccc3ccccc3c2)C1=O (stereo unspecified),27,0,0,0.7,-3.6,0.3,0.1,-0.6,-0.1
CCCCC/C=N/NC(=O)c1[nH]c2ccc([N+](=O)[O-])cc2c1C,-15,-6,20,x,-1.5,0.7,-0.3,-0.9,2.3
Cc1ccc(CCN2C(=O)c3ccccc3C2C(=O)NCc2cccnc2)cc1 (stereo unspecified),2,-3,11,0.5,-1.6,9.3,-2.6,-0.5,0.5
Oc1c(Br)cccc1/C=N/Nc1c(F)c(F)c(F)c(F)c1F,-17,-3,16,x,-2.6,x,-2.8,-0.1,-0.3
Cc1ccc(S(=O)(=O)NC(=O)Nc2cc(C)no2)cc1,2,-5,-6,-1.3,-3.6,1.4,2.5,i,0.0
CC(=O)c1cccc(NC(=S)Nc2ccn(Cc3cccc4ccccc34)n2)c1,6,0,9,x,-5.9,-1.1,-0.1,i,0.8
C=CCn1c(SCC(=O)N(CC)C2CCS(=O)(=O)C2)nc2scc(-c3ccccc3)c2c1=O (stereo unspecified),24,0,2,3.2,-2.2,1.6,x,-0.6,0.8
Clc1ccc(OCc2nc(-c3ccccn3)n[nH]2)cc1,7,-1,4,0.5,-1.9,x,7.9,i,1.8
CCc1nc2c(OCc3ccccc3)cccn2c1N(C)C(C)=O,2,8,11,6.1,-2.2,0.3,x,i,x
C[C@H]1CCCCO[C@H](CN(C)Cc2ccncc2)[C@@H](C)CN([C@@H](C)CO)C(=O)c2cc(NS(=O)(=O)c3ccccc3)ccc2O1,33,-2,2,-0.9&1.6,-1.4,0.5&0.6,x,2.1,x
O=C(COc1ccc(Cl)cc1Cl)Nc1ccc(Cl)cn1,-3,-5,2,-0.8,-2.9,1.5,-3.2,-5.0,1.7

# Entries from the list above that contain a COOH group, in the order listed:
SMILES,Y pestis TopoI,Mtb FBA inh,GDH-TPI counter,BioA inh,FadD28 FP inh,TcdB GH inh,UGM FP inh,BH1578 lux ind,PfHsp40 yeast
CCC(=O)N1CCN(c2cc3c(cc2F)c(=O)c(C(=O)O)cn3CC)CC1,0,9,0,-2.1,-4.7,-0.6,-1.3,i,-1.3
CCCCn1c(C)c(C(=O)O)c2cc(OC)c3ccccc3c21,8,6,-9,-0.4,-2.3,0.9,0.7,0.7,1.4
O=C(CCCN1C(=O)/C(=C/c2cccs2)SC1=S)Nc1ccc(C(=O)O)cc1,4,-10,11,x,3.0,-0.8,-4.0,-0.2,1.3
O=C(O)CC1(c2ccc(F)cc2)C2CC3CC(C2)CC1C3 (stereo unspecified),10,1,0,0.3,-0.6,-0.2,-1.6,i,5.2

# Next part
SMILES,Y pestis TopoI,Mtb FBA inh,GDH-TPI counter,BioA inh,FadD28 FP inh,TcdB GH inh,UGM FP inh,BH1578 lux ind,PfHsp40 yeast
C/C(=N/NC(=O)c1ccc(Br)o1)C(C)C,7,-1,16,1.2,-0.5,-2.6,-1.8,-0.3,-1.2
COc1cccc(OCc2nnc(SC)n2C)c1,-9,1,0,-0.2,-1.8,x,3.5,x,-1.1
COc1ccccc1N1CCN(/N=C\C(Br)=C\c2ccccc2)CC1,0,-1,5,-0.7,-1.6,-0.6,0.6,-0.4,-0.7
COc1ccc(CCN2C(=O)CC(NNC(=O)c3ccc(F)cc3)C2=O)cc1OC (stereo unspecified),1,-7,1,-0.7,-1.7,x,1.8,i,0.8
COc1cc(CN2CCC(C(=O)NC(C)(C)C)CC2)ccc1OCc1ccccc1,-5,4,-4,1.4,0.8,1.6,x,-5.0,x
CCOc1ccccc1NC(=O)CSC1=C(C#N)C(c2ccco2)C(C(=O)Nc2nc3ccccc3s2)=C(C)N1 (stereo unspecified),6,6,20,x,0.1,x,-1.0,i,-1.2
CC(C)NC(=O)/C(=C/c1ccco1)c1ccccc1,-6,4,25,1.0,-1.1,x,2.1,-0.6,1.0
Cn1ccnc1SCC(=O)Nc1ccc(SC(F)F)cc1,5,-2,4,-0.9,-2.7,-0.7,-1.3,0.5,0.4
COc1cc(CNc2ccccc2SC)ccc1O,4,7,6,-2.0,1.1,x,0.7,i,2.3
CCCS(=O)(=O)NC(=O)C1(C)CCCN(C(=O)c2ccccc2Br)C1 (stereo unspecified),9,0,1,-0.9,-0.1,0.5,x,-0.4,x

# In the list so far, these have a cyano group.
SMILES,Y pestis TopoI,Mtb FBA inh,GDH-TPI counter,BioA inh,FadD28 FP inh,TcdB GH inh,UGM FP inh,BH1578 lux ind,PfHsp40 yeast
N#Cc1nc(-c2ccc(Cl)cc2)oc1NCC1CCCO1 (stereo unspecified),5,154*,1,1.2,0.1,2.1,0.9,-0.3,0.7
CCOc1ccccc1NC(=O)CSC1=C(C#N)C(c2ccco2)C(C(=O)Nc2nc3ccccc3s2)=C(C)N1 (stereo unspecified),6,6,20,x,0.1,x,-1.0,i,-1.2

# From PubChem BioAssay
